High-throughput results deposited in PubChem by Broad Institute.
SIRT5 block: SIRT5 desuccinylase inhibitors, primary screen, biochemical, fluorescence imaging, single point, set 5. NAD-dependent protein deacylase sirtuin-5, mitochondrial (Homo sapiens), Q9NXA8. Purified SirT5, succinyl-peptide AMC, trypsin-coupled fluorescence. inhibition, % at 15 µM. actives 1.1% (n = 330,000); in the data active = inhibition above about 15%
Target sequence (Q9NXA8 whole entry, looked up): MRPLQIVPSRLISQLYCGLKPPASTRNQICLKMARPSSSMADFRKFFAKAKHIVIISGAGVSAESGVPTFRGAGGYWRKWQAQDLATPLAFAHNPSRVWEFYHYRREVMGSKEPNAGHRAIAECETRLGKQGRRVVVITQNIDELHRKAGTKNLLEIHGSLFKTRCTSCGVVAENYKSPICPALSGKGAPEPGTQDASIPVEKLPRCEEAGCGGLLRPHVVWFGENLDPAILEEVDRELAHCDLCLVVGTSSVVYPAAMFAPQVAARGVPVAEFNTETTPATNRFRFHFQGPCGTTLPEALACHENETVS
C2C12 statin: suppressors of statin myotoxicity in C2C12 myotubes, primary screen, cell-based, single point, plate reader; C2C12 myotubes + simvastatin, ATP luminescence, 48 h; scaled: DMSO 0, geranylgeraniol control 100; rescue of ATP level, % at 7.49 µM; actives 0.78% (n = 330,000); AID 602340, 2012;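 active = mean ATP rescue above about 67%, or every replicate alone reaching that limit, limit read from the data, passing the limit was not always enough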;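 also: myotubes were challenged with 10 µM simvastatin during compound exposure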
Casp6 inh: human caspase-6 inhibitors, primary screen, biochemical, VEID-R110 fluorescence, single point, set 2. purified caspase-6, Z-VEID-R110 cleavage fluorescence. actives 0.53% (n = 350,000). inhibition, % at 12.5 µM. AID 686996, 2013. P55212;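 active = mean inhibition across replicates at least about 35%, with every replicate also reaching that limit, limit read from the data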;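 also: 0% = median of neutral control wells and 100% = no fluorescence left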
Target sequence (P55212 24-179 limits assumed): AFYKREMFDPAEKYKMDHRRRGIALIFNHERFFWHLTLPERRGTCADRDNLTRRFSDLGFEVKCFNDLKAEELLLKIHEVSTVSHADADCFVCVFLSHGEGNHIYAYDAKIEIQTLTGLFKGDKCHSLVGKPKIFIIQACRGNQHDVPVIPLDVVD
Target sequence (P55212 194-293 limits assumed): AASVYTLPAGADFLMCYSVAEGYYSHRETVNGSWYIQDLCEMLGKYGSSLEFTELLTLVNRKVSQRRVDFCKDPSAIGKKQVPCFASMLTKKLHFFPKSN
LGR2 inh: inhibitors of bursicon-induced LGR2 CRE-luciferase signal, primary screen, cell-based, HEK293, CRE-luciferase reporter, bursicon stimulation | Drosophila bursicon receptor LGR2 (rickets) | inhibition, % at 9.99 µM | bursicon-stimulated, 4 h | actives 0.35% (n = 380,000);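 active = drop in luminescence signal, shown as inhibition above about 50% in the replicate tests, limit read from the data, passing the limit was not always enough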;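 also: agonist challenge used bursicon conditioned medium at about half maximal strength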
S100A4 inh HTS: inhibitors of S100A4-myosin IIA peptide binding, primary screen, biochemical, fluorescence polarization, TAMRA-MyoIIA peptide | actives 0.14% (n = 360,000) | AID 652163, 2013 | inhibition, % at 10.7 µM;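 active = mean inhibition of at least 70% across replicates, with every replicate also reaching that level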
Target sequence (P26447 whole entry, looked up): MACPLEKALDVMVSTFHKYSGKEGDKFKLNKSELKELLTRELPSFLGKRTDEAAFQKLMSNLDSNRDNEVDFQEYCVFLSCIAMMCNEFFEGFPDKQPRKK
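Test system – S100A4 monomer (human) · Compound – single-point compound testing · Schedule – 5 min incubation before reading · Probe or stimulus – TAMRA-labelled myosin IIA heavy-chain peptide probe, 5 nM · Benchmarks – neutral control DMSO, positive control TFP · Medium – Calcium-containing HEPES buffer, pH 7.2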
esBAF inh: Bmi1 luciferase reporter increase in mESCs, primary screen, esBAF inhibitor project, mouse ES cells, Bmi1 luciferase knock-in, single point | 24 h; 100% = twice the neutral-well signal | actives 2% (n = 350,000) | reporter increase, % at 12.5 µM | AID 602393, 2012; in the data active = activation above about 40%;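 also: 0% = median of the plate's neutral control wells and 100% = double that signal; a rise in the Bmi1 reporter signal indicates esBAF inhibition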
FN deposition inh: inhibitors of fibronectin matrix deposition, primary screen, AH1F cells, Alexa488-fibronectin fluorescence, plate reader. AH1F fibroblasts, overnight. inhibition, % at 12.6 µM. actives 0.086% (n = 350,000);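 active = mean inhibition across replicates of 30% or more, regardless of how many single replicates reach that level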;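 also: positive control wells lacked labelled fibronectin entirely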
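Assay system: AH1F fibroblasts / Quantity: 10000 cells per well / Medium: DMEM plus 2% serum, read in PBS / Reagent: labelled fibronectin 24 nM / Dosing: single dose, pinned / Times: 1 h cell attachment, overnight exposure to compound and label / Signal: fluorescence, ex 485 nm, em 525 nm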
Starred values were filed as active, the others as inactive; . = no result given.

Sequence of screens: SIRT5 block	C2C12 statin	Casp6 inh	LGR2 inh	S100A4 inh HTS	esBAF inh	FN deposition inh
> Cc1ccc(C(=O)N(C)CCOc2ccccc2)cc1S(=O)(=O)N1CCOCC1
 : -1.3	-2.6	0.8	3.1	0.8	17.1	1.2
> C[C@@H]1CCCCO[C@H](CN(C)S(=O)(=O)c2ccc(F)cc2)[C@H](C)CN([C@H](C)CO)C(=O)c2cc(NC(=O)NC3CCCCC3)ccc2O1
 : 6.9	.	-1.2	14.7	15.1	9.0	16.0
> CCCC(=O)N=C1SC2CS(=O)(=O)CC2N1c1ccc(C(C)=O)cc1 (stereo not given)
 : .	12.6	.	10.3	.	-5.1	.
> C=CCN1C(=O)c2n[nH]c(COC)c2C1c1ccc2c(c1)OCO2 (stereo not given)
 : 0.2	.	1.3	10.9	-2.3	.	4.5
> CN(CC(=O)Nc1ccc(Cl)cc1)C(=O)c1cccc(S(=O)(=O)NCc2ccccc2)c1
 : -0.2	.	1.0	7.4	-9.3	.	.
> COc1ccc(CCNC(=O)C2CCCN(S(=O)(=O)c3cnc[nH]3)C2)cc1OC (stereo not given)
 : .	-3.2	1.2	-1.9	0.9	-0.1	0.4
> C=CCN(C(=O)CNC(=O)c1ccco1)C(C(=O)NC1CCCCC1)c1ccccc1 (stereo not given)
 : -2.3	.	-1.5	.	-0.1	-3.5	.
> CC(C)CNc1ncnc2c1cnn2Cc1ccccc1Cl
 : -0.2	-4.9	-3.7	-2.4	4.2	-7.1	-0.9
> COc1ccccc1OCC(=O)N/N=C(\C)c1ccc2ccccc2c1
 : -1.9	29.9	0.1	-26.1	-2.3	6.8	8.9
> O=S(=O)(c1ccc(F)cc1)N1CCCCN2[C@H](CO)[C@@H](c3ccc(-c4cncnc4)cc3)[C@H]2C1
 : 1.6	7.6	0.1	8.8	0.5	2.5	0.9
> Cc1cc(=O)oc2cc(OCC(=O)Nc3cccc(S(=O)(=O)N(C)C)c3)ccc12
 : 1.3	.	-5.2	-2.5	4.1	.	-2.5
> Cn1cnc(S(=O)(=O)N[C@@H]2C=C[C@@H](CC(=O)Nc3ccc(-c4ccccc4)cc3)O[C@@H]2CO)c1
 : -2.8	4.4	2.1	-1.0	4.0	-0.5	-22.3
> Cc1ccccc1-c1ccc(C2[C@H]3CNC[C@@H]2N3S(=O)(=O)Cc2ccccc2)cc1 (stereo not given in full)
 : 3.2	.	-3.1	4.0	-7.3	.	-3.7
> C[C@H]1CN([C@@H](C)CO)C(=O)Cc2cc(NS(=O)(=O)c3ccc(F)cc3)ccc2O[C@@H]1CN(C)Cc1ccc(C(F)(F)F)cc1
 : 20.4*	63.2	1.3	3.2	17.4	1.6	.
> C[C@@H]1CN([C@H](C)CO)C(=O)c2cccc(NS(C)(=O)=O)c2O[C@H]1CN(C)Cc1ccc(Oc2ccccc2)cc1
 : 3.4	-3.6	-1.9	-37.9	-0.5	1.1	.
> O=C(Nc1ccc(Cl)c(Cl)c1)N[C@H]1CC[C@@H](CCn2cc(C3CCCCC3)nn2)O[C@H]1CO
 : -4.6	-2.7	-0.2	5.2	2.3	3.7	-16.6
> CCC(=O)Nc1c(-c2ccccc2Cl)c(=O)c2ccccc2n1CC
 : 0.5	-2.1	1.7	-10.3	0.1	-5.8	2.5
> COc1ccc(NC(=O)N(C)C[C@@H]2OCCCC[C@@H](C)Oc3ccc(N(C)C)cc3C(=O)N([C@@H](C)CO)C[C@H]2C)cc1
 : 1.0	-18.8	-0.4	-20.3	-6.1	24.5	.
> CC(=O)c1ccc(OC2(C)CCN(Cc3ccc4c(c3)OCCO4)C2)cc1 (stereo not given)
 : .	-14.4	0.4	-3.2	-0.8	-16.0	.
> Cc1ccccc1NC(=O)Cn1nc(-c2ccc(Cl)s2)ccc1=O
 : -1.0	8.7	1.3	7.7	-6.8	1.6	1.8
> Cc1cccc(Cc2nnc(CCC(=O)NCc3ccncc3C)o2)c1
 : -4.0	6.3	1.3	28.1	-4.5	6.8	20.0
> CN(C)CC(=O)N1[C@@H](C#N)[C@@H](c2ccccc2-c2cccc(C(=O)N(C)C)c2)[C@@H]1CO
 : 0.4	.	0.1	4.9	33.8	.	-10.1
> Cc1onc(-c2ccccc2)c1C(=O)N1CCCC(C)(C(=O)NS(=O)(=O)C2CC2)C1 (stereo not given)
 : -2.4	2.3	1.1	-7.8	-1.9	-9.4	-12.0
> O=C(NC1CCCC1)[C@H]1[C@H](CO)[C@H]2Cn3c(cccc3=O)[C@H]2N1C(=O)NC1CCCC1
 : 1.2	-9.7	-0.9	6.1	5.2	5.8	.
> Cc1cccc(S(=O)(=O)N[C@H]2CC[C@@H](CCNC(=O)c3cnccn3)O[C@H]2CO)c1
 : 1.5	-0.9	2.3	11.4	18.9	3.6	-8.6
> CCc1nc(N=Nc2c(O)[nH]c3ccccc23)c2c3c(sc2n1)CCC3
 : -23.3	-34.4	0.4	16.3	-2.9	6.3	7.5
> CO[C@@H]1CN(C)C(=O)c2ccc(NC(=O)c3nc4ccccc4s3)cc2OC[C@@H](C)N(Cc2ccncc2)C[C@@H]1C
 : 1.8	1.6	2.3	27.1	-28.3	0.6	6.7
> CC(=O)[C@@]12O[C@@H]1C[C@H]1[C@@H]3CC[C@H]4C[C@@H](O)CC[C@]4(C)[C@H]3CC[C@@]12C
 : -4.7	8.7	2.3	12.0	-0.6	-5.3	5.7
> Cc1cccc(OCC(=O)Nc2cc(Cl)ccc2-n2cncn2)c1C
 : 0.4	-6.0	-0.8	-7.5	-4.6	2.2	11.3
> COc1cccc(-c2ccc([C@H]3[C@H]4CN(C(=O)NC(C)C)CC(=O)N4[C@H]3CO)cc2)c1
 : 1.4	.	-1.7	-1.1	17.5	.	.

An excerpt from above in order of their number in LGR2 inh, falling.
canonical_smiles,SIRT5 block,Casp6 inh,LGR2 inh,S100A4 inh HTS,esBAF inh
C[C@@H]1CCCCO[C@H](CN(C)S(=O)(=O)c2ccc(F)cc2)[C@H](C)CN([C@H](C)CO)C(=O)c2cc(NC(=O)NC3CCCCC3)ccc2O1,6.9,-1.2,14.7,15.1,9.0
C=CCN1C(=O)c2n[nH]c(COC)c2C1c1ccc2c(c1)OCO2 (stereo not given),0.2,1.3,10.9,-2.3,.
Cc1cccc(OCC(=O)Nc2cc(Cl)ccc2-n2cncn2)c1C,0.4,-0.8,-7.5,-4.6,2.2

More results
Sequence of screens: SIRT5 block	C2C12 statin	Casp6 inh	LGR2 inh	S100A4 inh HTS	esBAF inh	FN deposition inh
> NS(=O)(=O)c1ccc(NC(=S)NC(=O)C2CCCC2)cc1
 : 0.8	-12.3	-0.6	4.3	3.0	1.1	.
> COc1ccc(NC(=O)CSCC(=O)Nc2ccccc2N2CCCC2)cc1
 : -1.4	-2.7	-0.6	-13.3	5.4	2.1	6.2
> O=C(C1CCN(S(=O)(=O)N2CCC3(CC2)OCCO3)CC1)N1CCOCC1
 : .	-0.9	.	-14.4	.	-3.6	.
> CC1(C)Cc2ccccc2C(N)=C1C#N
 : .	-0.3	.	-0.7	.	-5.5	0.7
> Oc1oc(-c2ccccc2Br)nc1/C=N/c1ccccn1
 : -1.2	.	.	-39.4	-0.6	.	5.6
> CCN1CCN(C(CNS(=O)(=O)c2ccccc2)c2cccnc2)CC1 (stereo not given)
 : -2.4	5.1	-25.1	2.0	-0.8	-6.7	.
> COc1cc(/C=N\n2cnnc2)ccc1OCC(=O)Nc1ccc(C)cc1
 : .	12.7	.	.	.	4.7	7.9
> O=C1C(Cc2ccccc2)NC(=S)N1Cc1ccccc1 (stereo not given)
 : 4.9	.	12.2	-11.5	-0.1	.	-1.1
> Cc1[nH]n(-c2ccccc2)c(=O)c1C(c1ccccc1[N+](=O)[O-])C(C#N)C#N (stereo not given)
 : 0.9	4.0	7.7	-11.2	-1.9	-0.9	-1.4
> COC(=O)[C@@H](N[C@H](/C=C/c1ccccc1)[C@@H](O)Cc1ccccc1)C(C)C
 : 0.3	.	1.7	-12.9	-11.9	.	7.2
> O=C1CCc2cc(S(=O)(=O)N3CCC(C(=O)NC4CCCC4)CC3)ccc2N1
 : .	-2.9	-2.3	-11.7	3.3	-2.0	0.8
> Cc1cccc(-c2noc(CCC(=O)Nc3ccc(C(N)=O)cc3)n2)c1
 : -2.9	.	-0.1	-30.0	-4.3	.	3.5
> C[C@H]1CN([C@@H](C)CO)C(=O)c2cc(C#CCN(C)C)cnc2O[C@H]1CN(C)C(=O)NC1CCCC1
 : 8.7	-29.2	-1.2	-2.8	7.7	-5.8	-18.3
> COc1ccc(NC(=O)N(C)C[C@H]2Oc3ccc(NC(=O)CCCCCC(=O)Nc4ccccc4N)cc3CC(=O)N([C@@H](C)CO)C[C@@H]2C)cc1
 : 6.8	11.3	-1.6	16.4	6.3	0.9	.
> CN(C(=O)CSc1nnc2n1CCCCC2)C1(C#N)CCCCC1
 : .	-0.7	-1.9	3.6	-2.2	-4.7	-9.2
> CO[C@H]1CN(C)C(=O)c2ccc(NC(C)=O)cc2OC[C@@H](C)N(Cc2ccc(F)cc2)C[C@@H]1C
 : 0.1	-17.1	.	-4.3	-6.0	3.8	-6.9
> C[C@@H]1CN([C@@H](C)CO)C(=O)c2cc(NC(=O)Nc3ccc(C(F)(F)F)cc3)ccc2O[C@H]1CN(C)Cc1ccc(Cl)c(Cl)c1
 : 5.2	-125.3	-0.7	7.3	-2.2	4.1	-5.3
> O=C(C1CCCCC1)N1C[C@@H](n2cc(C3CC3)nn2)[C@H](O)C[C@@H]1c1ccc(Cl)cc1
 : -2.1	-6.7	1.5	25.0	1.0	0.7	-5.3
> Brc1ccc(C2Nc3cccc4cccc(c34)N2)s1
 : 0.8	.	18.3	4.7	-5.1	.	.
> Cc1ccc(NC(=S)Nn2cnnc2)cc1
 : 5.9	-16.9	-1.1	37.9	2.1	7.8	-2.8
> CCC1CCCCN1CCCNC(=O)c1csc2c1CCCCC2 (stereo not given)
 : -0.9	8.4	-12.1	15.1	12.0	-5.7	-3.1
> CCc1ccc(N2C(=O)C3NN=C(C(=O)OCc4ccccc4)C3C2=O)cc1 (stereo not given)
 : .	2.8	.	1.8	.	-0.7	-4.8
> Cc1ccc(C)c(Oc2cc(F)nc(N)n2)c1
 : -2.2	20.0	-4.0	-7.1	-5.5	-0.4	1.8
> O=C(CC1CC1)N[C@H]1CC[C@@H](CCNS(=O)(=O)c2ccc(Cl)cc2)O[C@@H]1CO
 : -2.4	2.8	0.2	5.2	2.7	-0.9	-8.4
> COc1ccc(COCC23Oc4ccccc4[C@H]([C@H]2CO)n2c(c4c(c(C(C)=O)c2=O)C(=O)N(C)C4=O)N3C)cc1
 : -2.7	.	-0.2	.	-7.4	.	.
> NC(=O)c1c(NC(=O)c2cccs2)sc2c1CCCCCC2
 : .	-39.9	.	-71.4	.	104.6*	.
> CCn1c(SCC(=O)NCc2ccc3c(c2)OCO3)nnc1-c1ccncc1
 : -3.1	7.4	-0.4	-11.2	-1.0	-6.6	9.5
> COc1cc(C(=O)NCC(=O)N/N=C/c2ccccn2)cc(OC)c1OC
 : -3.0	-9.3	0.4	-1.1	3.8	-15.3	.
> CCN1CCCC1CNC(=O)CSCc1nc(-c2ccccc2C)oc1C (stereo not given)
 : .	4.8	.	.	.	-7.0	-8.5
> CCOc1ccc(OCc2ccc(C(=O)Nc3ccc(Cl)cn3)o2)cc1
 : 0.6	12.9	3.6	-20.7	-1.0	11.1	.
> O=C(NP(=O)(N1CCOCC1)N1CCOCC1)C1=C(N2CCOCC2)/C(=C\c2ccccc2)CC1
 : 0.6	6.4	-0.1	-9.0	0.3	22.3	-4.8
> O=C(c1ccccc1)c1nc2c(n1O)CCCCC2
 : -2.4	5.4	2.4	-17.5	1.9	15.0	2.4

Only part of the results is shown (hit frequency here may not be typical).
